FXN GAA850 act = FXN promoter activators, primary screen, cell-based, luciferase luminescence, HEK293 lucGAA850. activation, % at 6 µM. HEK293 lucGAA850 FXN promoter luciferase reporter, 24 h; percent of 10 µM SAHA response. AID 540364, 2011. 360,000 compounds, 0.56% hits;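 active = activation above the average of all compounds screened plus 3 SD, cutoff fixed separately per campaign, cut at about 7.5% in these data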;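 note: 0% = DMSO wells and 100% = 10 µM SAHA wells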
hgDAF12 agonist = H. glycines DAF-12 receptor agonists, primary screen, cell-based, luminescence, HEK293, GAL4 fusion, UAS-luciferase | AID 687014, 2013 | activation, % at 6.8 µM | Nuclear hormone receptor DAF-12 (Heterodera glycines), GAL4 fusion | 370,000 compounds, 1.8% hits | HEK293 GAL4-hgDAF12 UAS-luciferase reporter, agonist luminescence; normalized to butyrate control;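 active = activation above a cutoff set at the mean of all screened compounds plus 3 SD, cut at about 10% in these data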;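 note: 0% = DMSO wells and 100% = sodium butyrate wells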
ssDAF-12 act = S. stercoralis DAF-12 nuclear receptor activators, primary screen, cell-based, luminescence, HEK293, GRIP1 co-expression, lit1-tk-luc. HEK293 ssDAF-12/GRIP1 lit1-tk-luc reporter; % of 3 µM dafachronic acid response. Nuclear hormone receptor DAF-12 (Strongyloides stercoralis). 370,000 compounds, 1% hits. activation, % at 6.8 µM;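 active = activation above the mean over all tested compounds plus 3 SD, cut at about 0.9% in these data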;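 note: 0% = DMSO-only wells and 100% = 3 µM delta7-dafachronic acid wells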
hcDAF12 agonist = H. contortus DAF-12 nuclear receptor activators, primary screen, cell-based, luminescence, HEK293, lit1-tk-luc reporter; activation, % at 6.8 µM; 370,000 compounds, 1.4% hits; HEK293 hcDAF-12 lit1-tk-luc reporter; 0% DMSO, 100% Δ7-dafachronic acid;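 active = activation above the mean of all tested compounds plus 3 SD, cut at about 5.5% in these data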;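 note: 100% = response to 3 µM Δ7-dafachronic acid high control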
SMARCA2 act = SMARCA2 (BRM) function activators, primary screen, cell-based, luminescence, high throughput. 370,000 compounds, 1% hits. AID 652017, 2013. activation, % at 9.1 µM. MG213 cells, MMTV-luciferase reporter, dexamethasone, overnight; in the data active = activation above about 7.8%;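 note: 0% = vehicle wells and 100% = reference activator wells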
PLCb3 inh = human PLC-beta3 inhibitors, primary screen, biochemical, fluorescence. 1-phosphatidylinositol 4,5-bisphosphate phosphodiesterase beta-3 (Homo sapiens), Q01970. Purified PLC-beta3, fluorogenic substrate. inhibition, % at 12.2 µM. 370,000 compounds, 0.18% hits; in the data active = inhibition above about 11%;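 note: 0% = median of compound wells on plate and 100% = full blocker control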
DAX1 inh-1 = DAX1 (NR0B1) inhibitors on StAR promoter, primary screen, cell-based, luminescence, SF-1 (NR5A1), full-length DAX-1. HEK293T StAR-luciferase reporter, SF-1/DAX-1 repression relief. inhibition, % at 6.8 µM. 370,000 compounds, 1.1% hits. AID 652010, 2013;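 active = inhibition above the mean over all tested compounds plus 3 SD, cut at about 3.6% in these data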;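 note: 0% = DAX-1 cells with DMSO and 100% = cells lacking DAX-1 with DMSO; higher inhibition means more luminescence from relief of DAX-1 repression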
DAX1 inh-2 = DAX1 (NR0B1) inhibitors, primary screen, cell-based, HEK293, Gal4-DAX1, luciferase luminescence; 340,000 compounds, 0.99% hits; AID 504766, 2011; HEK293 Gal4-DAX1 luciferase reporter; inhibition, % at 6.75 µM;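 active = inhibition above the mean over all tested compounds plus 3 SD, cut at about 4.2% in these data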;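 note: 0% = DAX1-transfected cells with DMSO and 100% = empty-vector control cells with DMSO; inhibition shows as a rise in luminescence from relieved DAX1 repression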
sPLA2-III inh = human group III sPLA2 inhibitors, primary screen, biochemical, QFRET, BODIPY PC-A2 liposome substrate; Group 3 secretory phospholipase A2 (Homo sapiens), Q9NZ20; QFRET BODIPY PC-A2 liposome hydrolysis, fluorescence; inhibition, % at 12.2 µM; 370,000 compounds, 0.56% hits; AID 743126, 2013;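 active = inhibition above mean plus 3 SD of compounds lying within the high and low control bounds, cut at about 19% in these data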;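 note: 0% = median of test compound wells and 100% = no enzyme DMSO wells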
Target sequence (Q9NZ20 whole entry, looked up): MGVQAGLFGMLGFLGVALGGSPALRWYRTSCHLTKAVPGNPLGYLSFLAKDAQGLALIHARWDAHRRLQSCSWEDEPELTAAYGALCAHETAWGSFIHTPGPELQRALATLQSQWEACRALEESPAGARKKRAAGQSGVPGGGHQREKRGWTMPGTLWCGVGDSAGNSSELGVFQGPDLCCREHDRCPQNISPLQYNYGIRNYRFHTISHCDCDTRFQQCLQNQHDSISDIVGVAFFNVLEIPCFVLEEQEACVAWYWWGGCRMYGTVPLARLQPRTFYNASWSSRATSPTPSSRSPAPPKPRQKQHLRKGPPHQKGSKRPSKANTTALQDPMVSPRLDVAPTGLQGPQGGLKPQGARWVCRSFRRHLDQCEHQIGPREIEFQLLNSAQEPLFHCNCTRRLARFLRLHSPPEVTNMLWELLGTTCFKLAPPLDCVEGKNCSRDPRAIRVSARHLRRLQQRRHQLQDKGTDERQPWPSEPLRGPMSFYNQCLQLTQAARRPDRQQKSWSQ
NR1D1 modulator = modulators of Rev-erb alpha DNA binding, primary screen, biochemical, FITC-DNA, fluorescence polarization, uHTS. activity, % at 10 µM. 370,000 compounds, 0.79% hits. Rev-erbα–FITC-DNA binding, 90 min. AID 1259318, 2017;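 active = activity above about 14%, limit read from the data; passing the limit was not always enough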;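 note: 0% = DMSO wells with 35 nM protein and 100% = DMSO wells with 750 nM protein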
Target sequence (P20393 whole entry, looked up): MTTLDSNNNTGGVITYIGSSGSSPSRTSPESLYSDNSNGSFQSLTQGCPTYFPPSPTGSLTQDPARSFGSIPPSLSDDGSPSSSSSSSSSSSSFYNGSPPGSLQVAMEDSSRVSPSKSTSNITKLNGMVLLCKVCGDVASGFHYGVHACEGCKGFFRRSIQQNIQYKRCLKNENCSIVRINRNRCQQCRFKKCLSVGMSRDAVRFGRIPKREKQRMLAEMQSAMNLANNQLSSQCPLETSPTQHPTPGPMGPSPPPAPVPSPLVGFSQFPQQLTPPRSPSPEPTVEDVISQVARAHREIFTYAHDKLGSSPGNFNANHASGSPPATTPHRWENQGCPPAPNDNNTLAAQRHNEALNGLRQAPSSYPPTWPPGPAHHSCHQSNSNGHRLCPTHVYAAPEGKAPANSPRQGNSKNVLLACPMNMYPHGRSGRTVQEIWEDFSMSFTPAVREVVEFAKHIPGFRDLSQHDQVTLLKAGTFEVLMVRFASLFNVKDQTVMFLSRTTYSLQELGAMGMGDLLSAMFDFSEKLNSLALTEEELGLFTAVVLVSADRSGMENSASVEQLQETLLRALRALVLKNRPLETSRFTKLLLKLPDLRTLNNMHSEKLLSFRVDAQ
PG9 Ab binder = binders of HIV-1 gp120 antibody PG9, primary screen, biochemical, TR-FRET; HIV-1 gp120 / PG9 antibody interaction; inhibition, % at 6.7 µM; 360,000 compounds, 0.43% hits; AID 624416, 2012; TR-FRET gp120-PG9 antibody binding; in the data active = inhibition above about 8.5%
The depositor's hits bear a star; . = not tested or not shown. Not a hit list; overall some 7% were active at least once.

SMILES | FXN GAA850 act | hgDAF12 agonist | ssDAF-12 act | hcDAF12 agonist | SMARCA2 act | PLCb3 inh | DAX1 inh-1 | DAX1 inh-2 | sPLA2-III inh | NR1D1 modulator | PG9 Ab binder
Cc1sc(NC(=O)CN(C(=O)c2ccccc2F)C2CCCC2)c(C(N)=O)c1C | -2.7 | -2.4 | -1.2 | -1.8 | -2 | -6 | -0.6 | -1.6 | -3 | 1 | -1.5
CCN1CCN(c2nc3c(c(=O)[nH]c(=O)n3C)n2CCCc2ccccc2)CC1 | 1.1 | -2.3 | -1.1 | -0.5 | -2 | 1 | -0.2 | -0.1 | 0 | -4 | -1.0
Cn1ccnc1C(=O)c1ccccc1Cl | 0.8 | -0.4 | -1.2 | -2.9 | 2 | -2 | -0.3 | -0.1 | 2 | 0 | -1.2
O=C(Nc1ccc(Cl)cc1)Nc1nnc(SCc2ccc(Cl)cc2)s1 | -2.5 | 3.5 | -1.0 | 0.6 | 1 | -59 | -0.3 | 0.5 | 1 | -1 | -0.1
Cc1ccc(OCC(=O)Nn2c(C)nc3ccccc3c2=O)c(C(C)C)c1 | -0.6 | -1.6 | -1.3 | -0.3 | 0 | -5 | -0.3 | -0.7 | -10 | 3 | -1.3
COc1cc(OC)c(C(=O)OC(C)C(=O)Nc2cc(C(F)(F)F)ccc2Cl)cc1OC (configuration not stated) | 2.3 | -2.4 | -2.1 | -3.1 | 0 | -2 | -0.5 | -1.7 | -6 | 1 | -1.1
CCOC(=O)c1sc(=S)n(-c2ccccc2)c1N(C(C)=O)C(C)=O | 2.6 | 2.7 | -0.7 | -1.4 | 0 | 3 | 0.0 | 0.1 | 5 | -6 | -0.5
COCCn1c(SCc2csc(-c3ccccc3)n2)nc2ccccc21 | -0.5 | -3.6 | -1.9 | -1.5 | 6 | 1 | -0.7 | -0.7 | -11 | -1 | -1.7
Cc1ccc(NS(=O)(=O)c2cccc3cccnc23)c(Br)c1 | 0.8 | -2.1 | -1.1 | -1.6 | -2 | -3 | 0.3 | -0.4 | -3 | 3 | 2.7
COc1ccc(C)cc1S(=O)(=O)N1CCC(C(=O)NC2CCCC2)CC1 | 4.8 | 0.1 | -1.2 | 0.5 | -1 | -8 | 0.1 | 1.1 | 7 | -6 | -1.4
O=C(NN=Cc1ccc(F)cc1)C1CC1 | 2.5 | -2.2 | -0.8 | 0.6 | -3 | -2 | 0.3 | 0.3 | 10 | -1 | -2.3
Cc1cccnc1NC(=O)/C=C/c1ccc2c(c1)OCO2 | 3.8 | 7.8 | 0.3 | 5.0 | 2 | -18 | 1.5 | -0.4 | 7 | -6 | -1.5
O=C(Nc1nc(-c2ccccn2)cs1)c1ccc(Cl)s1 | 6.9 | -2.3 | -1.4 | -1.0 | -1 | -11 | -1.8 | -1.8 | 27* | 9 | -3.9
Cc1ccccc1NC(=O)c1ccc(F)c(S(=O)(=O)NCC2CCCO2)c1 (configuration not stated) | 1.7 | -2.1 | 0.0 | -0.5 | -4 | -12 | -0.8 | -0.2 | 7 | 1 | 1.2
Cc1nn(-c2ccccc2)c(Cl)c1C(=O)OCC(=O)NCCc1ccccc1 | 0.9 | -1.7 | -1.2 | -0.9 | 1 | -9 | -0.7 | 0.3 | -7 | -1 | -1.2
CSc1ccccc1NC(=O)CN(C)C(=O)Cc1c[nH]c2ccccc12 | -0.1 | -1.1 | 0.8 | 4.2 | -2 | -10 | -0.2 | -0.4 | -26 | -2 | -0.7
C/C(=N/OC(=O)c1ccccc1Br)c1ccc(C)cc1 | 4.6 | 0.5 | -0.2 | 1.0 | 4 | -7 | 0.2 | 0.3 | -3 | -1 | -0.1
Cc1nn(CCCC(=O)NCc2ccccc2)c(C)c1[N+](=O)[O-] | -0.5 | -2.9 | -0.9 | -1.2 | -1 | 2 | -0.1 | 1.4 | 3 | -6 | -1.0
Cn1c(=O)c2c(nc(NCCCN3CCOCC3)n2Cc2ccc(Cl)cc2)n(C)c1=O | 4.5 | 0.7 | -0.6 | -0.7 | -4 | 3 | -0.2 | 0.5 | 2 | -1 | -3.9
Cc1cc(NC(=O)CCN2CCC(C)CC2)ccc1Br | 1.4 | 0.5 | -0.5 | -0.3 | -2 | -1 | 0.9 | 0.1 | -5 | 0 | 0.6
CCNC(=S)NN(c1ccccc1)c1ccccc1 | 1.3 | 3.5 | -0.9 | 1.4 | 4 | 0 | -0.8 | 2.8 | 11 | -2 | -2.9
O=C(Nc1ccncc1)C1CC(=O)N(Cc2ccccc2)C1 (configuration not stated) | 0.3 | 0.6 | -0.8 | -1.1 | -2 | -10 | -1.3 | 1.6 | 8 | -6 | 1.6
CC(/C=N/NC(=O)c1nn(C)c(C)c1Br)=C\c1ccccc1 | 5.2 | 14* | -0.2 | 3.2 | 2 | -2 | 2.2 | 2.2 | 10 | 0 | -2.3
CN1CCN(C(=O)Nc2cccc3ccccc23)CC1 | -2.2 | 3.8 | -0.5 | 0.2 | -2 | -150 | 1.1 | 0.3 | 6 | -4 | -0.8
Cc1cc2c(c(=O)o1)C(CCC1CCCCC1)C(C#N)=C(N)O2 (configuration not stated) | -0.9 | -1.8 | -1.3 | -0.2 | 0 | -9 | -0.1 | . | -16 | 9 | -2.6

The final 2 compounds of the part above are carried over, then new ones follow:
SMILES | FXN GAA850 act | hgDAF12 agonist | ssDAF-12 act | hcDAF12 agonist | SMARCA2 act | PLCb3 inh | DAX1 inh-1 | DAX1 inh-2 | sPLA2-III inh | NR1D1 modulator | PG9 Ab binder
CN1CCN(C(=O)Nc2cccc3ccccc23)CC1 | -2.2 | 3.8 | -0.5 | 0.2 | -2 | -150 | 1.1 | 0.3 | 6 | -4 | -0.8
Cc1cc2c(c(=O)o1)C(CCC1CCCCC1)C(C#N)=C(N)O2 (configuration not stated) | -0.9 | -1.8 | -1.3 | -0.2 | 0 | -9 | -0.1 | . | -16 | 9 | -2.6
CN(Cc1ccccc1)C(=O)c1[nH]cnc1C(=O)Nc1ccon1 | -0.2 | 0.0 | -1.1 | 0.3 | 1 | 1 | 1.3 | -1.5 | 8 | 4 | 1.8
CC(=O)Nc1sc2c(c1C(c1ccccn1)N1CCCC1)CCCC2 (configuration not stated) | 0.4 | 1.3 | -2.1 | 0.2 | 3 | -6 | 0.8 | -0.7 | -3 | -3 | -1.1
Cc1ccc(NC(=S)NNC(=O)CSc2nc3ccccc3c(=O)n2-c2ccc(C)cc2)cc1 | -0.6 | 1.2 | -1.7 | -1.6 | -2 | 0 | -1.1 | -0.3 | 28* | 1 | -0.1
Cc1ccc2nc(-c3ccccc3)cn2c1 | -13 | -7.4 | -2.5 | -1.8 | -7 | -20 | -1.4 | -5.8 | 1 | 4 | 0.4
CN1CCC(=NNC(=O)C(=O)Nc2ccc(F)cc2)CC1 | 0.4 | 3.9 | -1.2 | -1.1 | 3 | 1 | 0.0 | 0.1 | -2 | -2 | -1.7
Cc1noc(C)c1NC(=O)Nc1ccc2c(c1)C(=O)N([C@H](C)CO)C[C@H](C)[C@@H](CN(C)S(=O)(=O)c1cn(C)cn1)O2 | 0.1 | 0.1 | -0.9 | -0.3 | 2 | 2 | 0.1 | -0.1 | -4 | 4 | -0.8
COc1ccccc1CNC(=O)COC(=O)c1c[nH]c2ccccc12 | -1.4 | 2.5 | -0.9 | 1.7 | 1 | 3 | 0.2 | -0.9 | -8 | -7 | 0.2
CCC(CC)C(=O)Nc1cc(C(=O)NCCc2ccccc2)ccc1Cl | 1.9 | 3.1 | -1.4 | -0.1 | 1 | 2 | -0.3 | -0.7 | -3 | 4 | 1.1
COc1ccc(NC(=O)CCCC(=O)NCCc2ccc(OC)c(OC)c2)cc1 | 2.4 | -0.5 | -0.9 | -0.8 | 0 | -2 | 0.3 | 2.4 | 3 | 2 | -0.7
CCOC(=O)C(CNc1ccc(OCc2ccccc2)cc1)NC(=O)c1ccccc1 (configuration not stated) | . | 8.9 | -0.7 | 2.8 | 1 | 0 | 0.6 | . | -2 | -5 | -1.8
CCN(CC(=O)NC1CCS(=O)(=O)C1)S(=O)(=O)c1ccc(C)cc1C (configuration not stated) | 0.8 | -0.4 | 0.0 | 0.2 | -1 | 0 | -0.4 | 0.2 | 1 | -4 | 0.1
Cc1c(NC(=S)NC(=O)c2ccco2)c(=O)n(-c2ccccc2)n1C | -0.7 | 0.0 | -1.4 | -2.4 | -2 | -1 | 0.1 | -1.4 | 2 | 9 | 1.1
O=C(CNC(=O)c1cccc(Cl)c1)N/N=C/c1cccnc1 | -2.4 | -1.6 | -1.8 | -0.4 | -1 | -11 | 0.1 | 0.5 | -5 | -4 | -1.1
Cc1ccccc1N(CC(=O)N/N=C/c1ccc(F)cc1)C(=O)c1ccccc1 | -0.2 | 0.2 | 0.9* | -3.0 | -4 | -2 | -0.5 | -1.4 | -21 | -1 | 0.1
O=c1oc2c(CN3CCCCC3)c(O)ccc2cc1-c1nc2ccccc2[nH]1 | 0.3 | -1.2 | -1.5 | -1.6 | -2 | -365 | 0.2 | -0.1 | -3 | -1 | -1.3
COC(=O)c1ccc(NC(=O)c2ccc(C)cc2)o1 | 0.5 | 3.7 | -1.2 | -0.1 | 3 | -3 | 0.5 | 1.2 | -1 | -4 | -2.1
COc1ccc(Cn2c(-c3ccc(Cl)cc3)c[n+]3ccccc23)cc1 | 5.8 | 6.4 | -0.8 | -0.4 | -2 | -1 | -1.1 | 0.7 | -2 | 3 | -2.0
CN(C(=O)Cc1c(C(=O)O)n(C)c2ccccc12)c1cccc(C(F)(F)F)c1 | -0.2 | 1.7 | -0.4 | 1.7 | -2 | -10 | -0.3 | 0.4 | -10 | -1 | -4.0
CCOc1ccc(CNC(=O)CCS(=O)(=O)Cc2ccccc2C)cc1OC | -2.4 | -2.5 | -2.0 | -1.2 | -4 | -6 | 0.1 | -0.2 | 7 | 3 | 0.8

Structures listed so far printed as active in ssDAF-12 act:
Molecule	FXN GAA850 act	ssDAF-12 act	hcDAF12 agonist	SMARCA2 act	PLCb3 inh	DAX1 inh-1	DAX1 inh-2	sPLA2-III inh	NR1D1 modulator	PG9 Ab binder
Cc1ccccc1N(CC(=O)N/N=C/c1ccc(F)cc1)C(=O)c1ccccc1	-0.2	0.9*	-3.0	-4	-2	-0.5	-1.4	-21	-1	0.1
